NCI-60 one-dose screen, 48 h, at 10 µM unless noted. Numbers give growth in % (100 = growth as untreated, 0 = no growth, -100 = all killed).
NCI/ADR-RES: NCI/ADR-RES ovarian cells. AID 1794790. 81,000 tested, 4.4% active
NCI-H522: NCI-H522 lung cancer; 78,000 tested, 8% active
NCI-H322M: NCI-H322M lung cancer; 80,000 tested, 2.7% active; AID 1794733
OVCAR-3: OVCAR-3 ovarian cancer; 79,000 tested, 7% active; AID 1794787
NCI-H23: NCI-H23 lung cancer. 80,000 tested, 4% active
OVCAR-8: OVCAR-8 ovarian cancer | 81,000 tested, 4.4% active | AID 1794782
NCI-H460: NCI-H460 lung cancer; 82,000 tested, 6.8% active
OVCAR-5: OVCAR-5 ovarian cancer; 82,000 tested, 2.9% active; AID 1794783
NCI-H226: NCI-H226 lung cancer. 79,000 tested, 3.5% active. AID 1794732
Numbers without * were called inactive; & = joins results of further samples. Rule for the calls: active = growth percent below 10; inactive = the rest. No enrichment for hits; 11% or so of the library scored in one or more.

A first look:
How did C/C=C/C=C/C(=O)OCC do in these assays?
NCI/ADR-RES: 111; NCI-H522: 102; NCI-H322M: 106; OVCAR-3: 104; NCI-H23: 104; OVCAR-8: 107; NCI-H460: 104; OVCAR-5: 104; NCI-H226: 101

What do the screens show for `CCSc1nc2c(cnn2Cc2ccccc2)c(=O)n1Cc1ccccc1`?
NCI/ADR-RES: 91; NCI-H522: 86; NCI-H322M: 93; OVCAR-3: 104; NCI-H23: 92; OVCAR-8: 91; NCI-H460: 99; OVCAR-5: 91; NCI-H226: 99

How did NCCC(=O)c1ccccc1 do in these assays?
NCI/ADR-RES: 98; NCI-H522: 86; NCI-H322M: 114; NCI-H23: 91; OVCAR-8: 104; NCI-H460: 103; OVCAR-5: 103; NCI-H226: 91

Results for C#C[C@]1(O)CC[C@H]2[C@@H]3CC=C4c5sc(-c6ccc([N+](=O)[O-])cc6)nc5CC[C@]4(C)[C@H]3CC[C@@]21C ?
NCI/ADR-RES: 26; NCI-H522: -5.6*; NCI-H322M: 25; OVCAR-3: -25*; OVCAR-8: 11; NCI-H460: -48*; OVCAR-5: 12; NCI-H226: 72

What do the screens show for `NC(=O)c1ccc(C2C3=C(CCCC3=O)OC3=C2C(=O)c2ccccc2C3=O)cc1` (centres undefined)?
NCI/ADR-RES: 80; NCI-H522: -27*; NCI-H322M: 104; OVCAR-3: -20*; NCI-H23: -35*; OVCAR-8: -1.4*; NCI-H460: 8.0*; OVCAR-5: 96; NCI-H226: 113

What do the screens show for `COC(=O)[C@H](CC(C)C)NC(=O)C1(C)CCC[C@]2(C)[C@H]3C[C@H]4C(C(C)C)=C[C@]3(CC[C@@H]12)[C@@H]1C(=O)CCC(=O)[C@@H]14` (some centres undefined)?
NCI/ADR-RES: 93; NCI-H522: 88; NCI-H322M: 92; OVCAR-3: 105; NCI-H23: 91; OVCAR-8: 94; NCI-H460: 106; OVCAR-5: 99

The listing (from the top)
How did C/C=C/C=C/C(=O)OCC do in these assays?
NCI/ADR-RES: 111; NCI-H522: 102; NCI-H322M: 106; OVCAR-3: 104; NCI-H23: 104; OVCAR-8: 107; NCI-H460: 104; OVCAR-5: 104; NCI-H226: 101

What do the screens show for `CCSc1nc2c(cnn2Cc2ccccc2)c(=O)n1Cc1ccccc1`?
NCI/ADR-RES: 91; NCI-H522: 86; NCI-H322M: 93; OVCAR-3: 104; NCI-H23: 92; OVCAR-8: 91; NCI-H460: 99; OVCAR-5: 91; NCI-H226: 99

How did NCCC(=O)c1ccccc1 do in these assays?
NCI/ADR-RES: 98; NCI-H522: 86; NCI-H322M: 114; NCI-H23: 91; OVCAR-8: 104; NCI-H460: 103; OVCAR-5: 103; NCI-H226: 91

Results for C#C[C@]1(O)CC[C@H]2[C@@H]3CC=C4c5sc(-c6ccc([N+](=O)[O-])cc6)nc5CC[C@]4(C)[C@H]3CC[C@@]21C ?
NCI/ADR-RES: 26; NCI-H522: -5.6*; NCI-H322M: 25; OVCAR-3: -25*; OVCAR-8: 11; NCI-H460: -48*; OVCAR-5: 12; NCI-H226: 72

What do the screens show for `NC(=O)c1ccc(C2C3=C(CCCC3=O)OC3=C2C(=O)c2ccccc2C3=O)cc1` (centres undefined)?
NCI/ADR-RES: 80; NCI-H522: -27*; NCI-H322M: 104; OVCAR-3: -20*; NCI-H23: -35*; OVCAR-8: -1.4*; NCI-H460: 8.0*; OVCAR-5: 96; NCI-H226: 113

What do the screens show for `COC(=O)[C@H](CC(C)C)NC(=O)C1(C)CCC[C@]2(C)[C@H]3C[C@H]4C(C(C)C)=C[C@]3(CC[C@@H]12)[C@@H]1C(=O)CCC(=O)[C@@H]14` (some centres undefined)?
NCI/ADR-RES: 93; NCI-H522: 88; NCI-H322M: 92; OVCAR-3: 105; NCI-H23: 91; OVCAR-8: 94; NCI-H460: 106; OVCAR-5: 99

How did COc1ccc(S(=O)(=O)NCCCNc2nccc(-c3c(-c4ccc(F)cc4)nc4sccn34)n2)cc1 do in these assays?
NCI/ADR-RES: 53; NCI-H522: 59; NCI-H322M: 53; OVCAR-3: 75; NCI-H23: 75; OVCAR-8: 42; NCI-H460: 36; OVCAR-5: 93; NCI-H226: 69

Results for CNC[C@H](O)[C@@H](O)[C@H](O)[C@H](O)CO ?
NCI/ADR-RES: 100; OVCAR-3: 115; NCI-H23: 97; OVCAR-8: 97; NCI-H460: 110; OVCAR-5: 102; NCI-H226: 104

How did COC1=C(N(C)C)C(=O)c2ccccc2C1=O do in these assays?
NCI/ADR-RES: 100; NCI-H522: 90; NCI-H322M: 105; OVCAR-3: 99; NCI-H23: 86; OVCAR-8: 115; NCI-H460: 117; OVCAR-5: 104; NCI-H226: 111

What do the screens show for `Nc1cccc2c(=O)[nH][nH]c(=O)c12`?
NCI/ADR-RES: 98; NCI-H322M: 89; OVCAR-3: 98; NCI-H23: 105; NCI-H460: 101; OVCAR-5: 97; NCI-H226: 105

What do the screens show for `CN(C)C(c1ccccc1)c1ccccc1`?
NCI/ADR-RES: 104&107; NCI-H522: 103; NCI-H322M: 107&113; OVCAR-3: 113&127; NCI-H23: 101&102; OVCAR-8: 109&109; NCI-H460: 108&112; OVCAR-5: 102&108; NCI-H226: 105&116

What do the screens show for `O=C1C(=O)N(CCCCn2cc(COc3ccc4ccc(=O)oc4c3)nn2)c2ccccc21`?
NCI/ADR-RES: 100; NCI-H522: 89; NCI-H322M: 110; OVCAR-3: 115; NCI-H23: 96; OVCAR-8: 104; NCI-H460: 101; OVCAR-5: 103; NCI-H226: 98

How did [O-]/[N+](=C\c1ccccc1)c1ccc(Cl)cc1 do in these assays?
NCI/ADR-RES: 68&73; NCI-H522: 70&71; NCI-H322M: 84; OVCAR-3: 90&87; NCI-H23: 80&72; OVCAR-8: 59&86; NCI-H460: 61&75; OVCAR-5: 87&57; NCI-H226: 88

How did O=S(=O)(NCCCNc1nccc(-n2ccc3cccnc32)n1)c1cccc(C(F)(F)F)c1 do in these assays?
NCI/ADR-RES: 101; NCI-H522: 98; NCI-H322M: 106; OVCAR-3: 112; NCI-H23: 108; OVCAR-8: 105; NCI-H460: 104; OVCAR-5: 101; NCI-H226: 104

Results for CCC(C)Nc1nc2c(c(=O)n(C)c(=O)n2C)n1C (centres undefined) ?
NCI/ADR-RES: 94; NCI-H522: 92; NCI-H322M: 104; OVCAR-3: 111; NCI-H23: 96; OVCAR-8: 106; NCI-H460: 110; OVCAR-5: 110; NCI-H226: 97

How did O=S(=O)(NCCCNc1cc(-c2cn(-c3ccccc3)nc2-c2cccc(O)c2)ccn1)c1ccc(Cl)cc1 do in these assays?
NCI/ADR-RES: 24; NCI-H522: 20; NCI-H322M: 25; OVCAR-3: 27; NCI-H23: 33; OVCAR-8: 20; NCI-H460: 11; OVCAR-5: 37; NCI-H226: 25

What do the screens show for `NC1=C(C/C(N)=N\O)C(c2ccc([N+](=O)[O-])cc2)c2c(ccc3ccccc23)O1` (centres undefined)?
NCI/ADR-RES: 96; NCI-H522: 80; NCI-H322M: 95; OVCAR-3: 86; NCI-H23: 82; OVCAR-8: 89; NCI-H460: 105; OVCAR-5: 102; NCI-H226: 80

Results for CCCC(C)(C)COC(=O)COc1ccccc1 ?
NCI/ADR-RES: 104; NCI-H522: 86; NCI-H322M: 99; OVCAR-3: 107; NCI-H23: 96; OVCAR-8: 101; NCI-H460: 114; OVCAR-5: 105; NCI-H226: 102

How did O=S(=O)(O)c1ccc2ccccc2c1 do in these assays?
NCI/ADR-RES: 105; NCI-H522: 102; NCI-H322M: 104; OVCAR-3: 111; NCI-H23: 103; OVCAR-8: 112; NCI-H460: 109; OVCAR-5: 97; NCI-H226: 91

What do the screens show for `CCOC(=O)c1c(C)oc2cc([N+](=O)[O-])c(O)c([N+](=O)[O-])c12`?
NCI/ADR-RES: 104; NCI-H522: 96; NCI-H322M: 106; OVCAR-3: 111; NCI-H23: 103; OVCAR-8: 114; NCI-H460: 111; OVCAR-5: 108; NCI-H226: 95

What do the screens show for `CC/C(=C(\c1ccc(O)cc1)c1ccc(OCCNC)cc1)c1ccccc1`?
NCI/ADR-RES: 91; NCI-H522: 93; NCI-H322M: 102; OVCAR-3: 85; NCI-H23: 97; OVCAR-8: 97; NCI-H460: 69; OVCAR-5: 106; NCI-H226: 75

How did Cc1ccccc1SCCC(=O)O do in these assays?
NCI/ADR-RES: 106; NCI-H522: 111; OVCAR-3: 108; OVCAR-8: 102; NCI-H460: 106; OVCAR-5: 102; NCI-H226: 106

What do the screens show for `CC(=O)Nc1ccc(S(=O)(=O)c2ccc(NC(=S)Nc3ccc(S(=O)(=O)c4ccc(NC(C)=O)cc4)cc3)cc2)cc1`?
NCI/ADR-RES: 93; NCI-H522: 93; NCI-H322M: 109; OVCAR-3: 102; NCI-H23: 93; OVCAR-8: 101; NCI-H460: 112; OVCAR-5: 106; NCI-H226: 100

How did Cn1c(=O)c2[nH]c(CCCCCCCc3nc4ccccc4[nH]3)nc2n(C)c1=O do in these assays?
NCI/ADR-RES: 97; NCI-H322M: 113; OVCAR-3: 108; NCI-H23: 64; OVCAR-8: 87; NCI-H460: 80; OVCAR-5: 94; NCI-H226: 62

What do the screens show for `C=C(C)[C@@H]1CC[C@]2(C)[C@H](C=CC3=C4C[C@@](C)(CO)CC[C@]4(C)CC[C@]32C)[C@@]1(C)CCCN`?
NCI/ADR-RES: -41*; NCI-H522: -43*; NCI-H322M: -14*; OVCAR-3: -59*; NCI-H23: -37*; OVCAR-8: -39*; NCI-H460: -86*; OVCAR-5: 19; NCI-H226: 91

Results for CCCCCCN(CCCCCC)c1ccc(/C=C2/SC(=O)NC2=O)c(C)c1 ?
NCI/ADR-RES: 87; NCI-H522: 77; NCI-H322M: 87; OVCAR-3: 87; NCI-H23: 76; OVCAR-8: 81; NCI-H460: 81; OVCAR-5: 109; NCI-H226: 104

Results for CCCc1nc2sc3c(c2c(=O)n1NC(=O)c1ccc(OC)cc1)CCCC3 ?
NCI/ADR-RES: 93; NCI-H522: 68; NCI-H322M: 88; OVCAR-3: 111; NCI-H23: 96; OVCAR-8: 95; NCI-H460: 103; OVCAR-5: 99; NCI-H226: 89

How did O=C(Nc1cccc2cccnc12)c1cc(C(=O)c2ccc(Br)cc2)n2c1ccc1c3ncccc3ccc12 do in these assays?
NCI/ADR-RES: 97; NCI-H522: 93; NCI-H322M: 99; OVCAR-3: 110; NCI-H23: 92; OVCAR-8: 92; NCI-H460: 102; OVCAR-5: 103; NCI-H226: 96

How did NC(=Nc1nc(-c2ccccn2)cc2ccccc12)c1ccccn1 do in these assays?
NCI/ADR-RES: -31*; NCI-H522: 36; NCI-H322M: 22; OVCAR-3: 29; NCI-H23: -90*; NCI-H460: 1.1*; OVCAR-5: -16*; NCI-H226: 21

What do the screens show for `Clc1nc(Cl)c2c3c(sc2n1)CCCC3`?
NCI/ADR-RES: 100; NCI-H522: 7.7*; NCI-H322M: 90; OVCAR-3: -36*; NCI-H23: 33; OVCAR-8: 40; NCI-H460: 109; OVCAR-5: 97; NCI-H226: 3.6*

What do the screens show for `CCCCOc1ccc(NC(=O)n2ncc3ccccc32)cc1`?
NCI/ADR-RES: 91; NCI-H522: 98; NCI-H322M: 73; OVCAR-3: 101; NCI-H23: 86; OVCAR-8: 96; NCI-H460: 106; OVCAR-5: 92; NCI-H226: 86

What do the screens show for `CN(C)c1ccc(-c2cc(-c3c[nH]c4ccccc34)nc(-c3c[nH]c4ccccc34)c2C#N)cc1`?
NCI/ADR-RES: 91; NCI-H522: 93; NCI-H322M: 93; NCI-H23: 88; OVCAR-8: 96; NCI-H460: 60; OVCAR-5: 103; NCI-H226: 80

What do the screens show for `CN(C)CCCNC(=O)c1cncnc1Nc1ccc(OCc2cccc(F)c2)c(Cl)c1`?
NCI/ADR-RES: 43; NCI-H522: -60*; NCI-H322M: 4.6*; OVCAR-3: 6.3*; NCI-H23: 61; OVCAR-8: 1.1*; NCI-H460: -75*; OVCAR-5: 36; NCI-H226: 89

How did CCCCOC(=O)CC(NS(=O)(=O)c1ccc(C)cc1)C(=O)OCCCC (centres undefined) do in these assays?
NCI/ADR-RES: 98; NCI-H522: 98; NCI-H322M: 122; OVCAR-3: 113; NCI-H23: 102; OVCAR-8: 97; NCI-H460: 107; OVCAR-5: 110; NCI-H226: 104

Results for Cc1ccc(N2CC(c3nc4ccccc4s3)CC2=O)cc1 (centres undefined) ?
NCI/ADR-RES: 101; NCI-H322M: 99; OVCAR-3: 105; NCI-H23: 93; OVCAR-8: 99; NCI-H460: 101; OVCAR-5: 95; NCI-H226: 95

How did COc1ccc(NC(=O)Nc2ccc(-c3ccc(Cl)cc3)nc2C)cc1 do in these assays?
NCI/ADR-RES: 108; NCI-H522: 60; NCI-H322M: 97; OVCAR-3: 107; NCI-H23: 103; OVCAR-8: 100; NCI-H460: 102; OVCAR-5: 124; NCI-H226: 82

Results for O=C(CSc1nc2ccccc2c(=O)n1-c1ccc(S(=O)(=O)Nc2ccc(Cl)nn2)cc1)Nc1ccccc1 ?
NCI/ADR-RES: 103; NCI-H522: 80; NCI-H322M: 108; OVCAR-3: 94; NCI-H23: 94; OVCAR-8: 95; NCI-H460: 100; OVCAR-5: 115; NCI-H226: 94

What do the screens show for `CCCCn1c(-c2ccc(F)cc2)nc2cc(OC)c(OC)cc2c1=O`?
NCI/ADR-RES: 94; NCI-H522: 94; NCI-H322M: 78; OVCAR-3: 106; NCI-H23: 101; OVCAR-8: 109; NCI-H460: 112; OVCAR-5: 108; NCI-H226: 94

How did Cc1nn(-c2ccc(Br)cc2)c2nc3c(nc12)C(=O)C(=O)c1ccccc1-3 do in these assays?
NCI/ADR-RES: 86; NCI-H522: 98; NCI-H322M: 104; OVCAR-3: 101; NCI-H23: 87; NCI-H460: 97; OVCAR-5: 100; NCI-H226: 97

Screening data: PubChem, NCI
